Vif-APOBEC3G blk: blocks the Vif interaction with human APOBEC3G; Potency, µM (series often up to 46.1 µM), inactives show top-dose activity, negative = active, most hits filed as inhibitors; HeLa A3G-eYFP + Vif (tagged APOBEC3G with the HIV-1 protein that degrades it), YFP fluorescence, overnight; AID 602310; 410,000 compounds, 0.076% hits; Q9HC16;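 also: potency is read from the fitted curve at half-maximal effect; % is scaled to controls: 0 for no effect and ±100 for the full control effect; nearly all actives have a fitted effect of over 60% in size; hits raise eYFP signal because A3G escapes Vif-driven loss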
Target sequence (Q9HC16 whole entry, looked up): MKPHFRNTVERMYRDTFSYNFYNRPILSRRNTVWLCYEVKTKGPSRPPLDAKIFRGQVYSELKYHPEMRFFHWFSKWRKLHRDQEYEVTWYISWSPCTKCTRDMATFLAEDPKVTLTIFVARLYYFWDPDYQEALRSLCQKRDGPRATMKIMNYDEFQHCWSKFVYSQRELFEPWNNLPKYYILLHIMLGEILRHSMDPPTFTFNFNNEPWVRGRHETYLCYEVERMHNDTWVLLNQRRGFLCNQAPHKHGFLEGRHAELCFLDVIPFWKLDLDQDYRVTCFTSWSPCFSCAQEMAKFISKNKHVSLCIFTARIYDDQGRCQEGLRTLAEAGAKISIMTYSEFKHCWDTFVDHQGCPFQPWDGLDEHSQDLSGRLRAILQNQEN
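HeLa cells stably expressing Vif and C-terminally eYFP-tagged A3G, seeded overnight at 37 deg C, then exposed to compound by pintool overnight at 37 deg C. Rise in yellow fluorescence (Ex 488/Em 500-530, Acumen) marks blocked Vif-driven A3G degradation.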
Vif-APOBEC3F blk: blocks the Vif interaction with APOBEC3F; HeLa A3F-eYFP + Vif (tagged APOBEC3F with the HIV-1 protein that degrades it), YFP fluorescence increase; AID 602313; 390,000 compounds, 0.2% hits; Potency, µM (top dose mostly 46.1 µM), for the others: at the highest dose activity, negative = active; also: potency is read from the fitted curve at half-maximal effect; % of control where 0% means no effect; nearly all actives have a fitted effect of over 65% in size
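Fluorescence increase (Ex 488/Em 500-530) after overnight compound treatment at 37 deg C flags inhibition of Vif-driven A3F-eYFP loss in stable HeLa A3F-eYFP/Vif cells seeded overnight beforehand.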
D1 ag: activates the human D1 dopamine receptor; P21728; HEK293 T-REx D1 cells, calcium flux, agonist mode; activation, % at 2 µM; 360,000 compounds, 1% hits; AID 504660; in the data active = activation above about 30%; also: 0% is about no effect
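Inducible HEK293 T-REx D1 cells, force-coupled to calcium signalling, were plated at 4000 cells/well with tetracycline and held overnight at 30 C. After no-wash calcium dye loading, compound-evoked calcium rise over 180 s flagged agonists.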
GRP78 ERSR act: ER stress response induction in glioma; U87-MG GRP78 promoter luciferase reporter, 16 h; Potency, µM, for inactives: at the highest dose activation, actives largely listed as activators; 420,000 compounds, 0.02% hits; AID 602332; also: potency is read from the fitted curve at half-maximal effect; series mostly up to about 76 µM; % of control where 0% means no effect; nearly all actives have a fitted effect of over 35% in size
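ERSR induction read as luciferase luminescence (Bright-Glo, 10 min at room temperature) in stably transfected human U87-MG glioma cells exposed to compounds for 16 h, using GRP78 as sensor.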
D1 PAM: enhances dopamine response at the human D1 receptor; P21728; HEK293 TREx D1 cells, calcium flux, dopamine EC20 potentiation; potentiation, % at 10 µM; 360,000 compounds, 0.036% hits; in the data active = potentiation above about 30%; also: 0% is about no effect
D1 antag: human D1 dopamine receptor antagonism; P21728; HEK293 TREx D1 cells, calcium flux, dopamine EC80; active compounds read low; activity change, negative = inhibition, % at 10 µM; 360,000 compounds, 3.2% hits; AID 504652; in the data active = activity change below about -30%; also: % is scaled to controls: 0 for no effect and ±100 for the full control effect
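Antagonism measured as reduced calcium response to an EC80 dopamine addition following 180 s compound pre-read; cells were inducible HEK293 Trex D1 plated overnight at 30 C, read kinetically at 1 cycle/sec.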
RXFP1 antag: RXFP1 (human) relaxin receptor antagonism; HEK293-RXFP1, relaxin-stimulated cAMP HTRF, 30 min; active compounds read low; activity change, negative = inhibition, % at 57.5 µM; 350,000 compounds, 0.59% hits; AID 1259400;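 active = activity change of -60% or lower, but not beyond a set lower limit; inconclusive = change between -60% and -40%, or beyond the set limit; inactive = change above -40%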; also: % is scaled to controls: 0 for no effect and ±100 for the full control effect
RXFP1 agonist: RXFP1 (human) receptor agonism; HEK293T-RXFP1 cAMP TR-FRET, 30 min; response scale: percent of porcine relaxin response, buffer zero; Potency, µM (top dose mostly 57.5 µM), inactives show top-dose activation, actives largely listed as activators; 370,000 compounds, 0.3% hits; AID 2676; also: potency is read from the fitted curve at half-maximal effect; % is scaled to controls: 0 for no effect and ±100 for the full control effect; nearly all actives have a fitted effect of over 60% in size; many of its hits are not listed in these tables
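HEK293T cells stably expressing RXFP1 were pretreated with the PDE4 inhibitor Ro 20174, exposed to compounds for 30 min at 37C, lysed, and cAMP was read by TR-FRET. Data normalized to buffer (basal) and 29 nM porcine relaxin (100%).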
D2 PAM: D2 dopamine receptor (human) potentiation | potentiation, % at 10 µM | 340,000 compounds, 0.34% hits | AID 485347 | HEK293 T-REx D2, calcium flux, EC20 dopamine potentiation | P14416;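 active = potentiation over 3 SD above the plate norm, cut at about 30% in these data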; also: 0% is about no effect
Target sequence (P14416 whole entry, looked up): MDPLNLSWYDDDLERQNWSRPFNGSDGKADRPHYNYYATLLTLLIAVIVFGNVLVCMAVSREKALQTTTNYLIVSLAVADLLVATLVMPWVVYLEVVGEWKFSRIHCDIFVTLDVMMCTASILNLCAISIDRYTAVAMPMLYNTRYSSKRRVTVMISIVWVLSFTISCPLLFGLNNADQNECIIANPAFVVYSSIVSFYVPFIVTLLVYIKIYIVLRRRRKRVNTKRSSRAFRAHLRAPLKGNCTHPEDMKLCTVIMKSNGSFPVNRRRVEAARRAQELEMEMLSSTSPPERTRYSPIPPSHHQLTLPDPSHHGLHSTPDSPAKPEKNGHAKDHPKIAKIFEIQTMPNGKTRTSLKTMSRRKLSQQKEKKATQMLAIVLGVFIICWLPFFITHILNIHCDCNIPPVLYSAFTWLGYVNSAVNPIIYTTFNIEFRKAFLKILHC
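Potentiation of an EC20 dopamine calcium response is measured in a force-coupled, tetracycline-inducible Hek293 Trex D2 line. Compound-only kinetic reads over 180 s flag agonists before dopamine addition.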
The depositor's hits bear a star; ? = inconclusive; / = not tested or not shown. Unless noted, calls follow the shape of the dose curve; as a rule, active = well fitted curve in the direction sought with a large enough effect; inconclusive = small, poorly fitted or top-dose-only effect, or another doubt; inactive = no such curve, though single readings can be large; an effect the other way counts as inactive or inconclusive. The list is partial; the hit share may differ from the screen's.

SMILES | Vif-APOBEC3G blk | Vif-APOBEC3F blk | D1 ag | GRP78 ERSR act | D1 PAM | D1 antag | RXFP1 antag | RXFP1 agonist | D2 PAM
CC1CN(C(=O)C2CCCCC2)C(C)CN1C(=O)C1CCCCC1 (stereo not drawn) | 1.4% | -1.1% | 0.9 | -5.6% | -0.2 | 3.1 | -8.5 | -0.1% | -8.6
CC1CCCCC1NC(=O)c1ccc(NC2=NC3CS(=O)(=O)CC3S2)cc1 (stereo not drawn) | 0.8% | -3.6% | 4.1 | -0.8% | -0.4 | 10.7 | 16.8 | 0.1% | 11.6
COc1cc(C(=O)Nc2nc(-c3ccc(Cl)cc3)c(C)s2)ccc1OCC(=O)Nc1ccc(F)cc1 | -16.6% | -20.6% | 0.1 | -1.9% | 7.8 | 5.0 | -9.2 | 20µM* | 11.5
Cc1cccc(Nc2ncc3c(n2)CC(C)CC3=O)c1 (stereo not drawn) | -4.2% | -0.8% | 0.7 | -16.9% | -3.6 | -4.8 | -4.8 | 2.2% | /
NNC(=S)Nc1cccc(-c2n[nH]c(=S)o2)c1 | -0.1% | 6.1% | 2.6 | -0.6% | -2.8 | -3.3 | -8.5 | ? | -5.6
O=C(NCCc1ccc2c(c1)OCCO2)c1cccc(F)c1 | -3.0% | -4.6% | 16.8 | 1.1% | 2.2 | -10.4 | -0.5 | 2.5% | 6.0
COc1cc2cc(-c3ccc(OC)c(OC)c3C)nc(N)c2cc1OC | ? | ? | / | -7.2% | / | / | -15.1 | / | /
C=CCNC(=O)NC(=O)COC(=O)/C(C#N)=C/c1cc(C)n(CC(C)C)c1C | -4.1% | -8.3% | -0.5 | 4.8% | 1.3 | -24.1 | 8.4 | 2.9% | 5.5
O=S(=O)(Cc1cc(-c2ccccc2Cl)no1)c1ccccc1 | 0.4% | ? | 37.2* | 5.1% | -9.0 | -20.8 | 0.1 | -0.2% | /
CCCC(CNC(C)=O)(C1=CCCCC1)c1ccccc1 (stereo not drawn) | 0.4% | -6.3% | / | -1.5% | / | / | -2.5 | / | /
COc1ccc(NC(=O)O/N=C/c2ccc(N(C)C)cc2)cc1 | -1.3% | -21.2% | 1.7 | 5.0% | -4.2 | -9.1 | 1.1 | -3.3% | 4.4
CCC(C(=O)Nc1cccc(C#N)c1)n1c(=O)c(-c2ccccc2NC(C)=O)nc2ccccc21 (stereo not drawn) | -10.3% | -0.8% | 2.1 | -2.2% | -0.9 | 12.2 | -15.0 | 2.3% | 6.5
COCCn1c(Cc2ccccc2)nnc1SCC(=O)Nc1cc(C)on1 | 1.7% | -3.1% | 0.9 | -3.9% | 3.6 | -2.1 | 0.2 | 0.4% | 7.5
CCOC(=O)C1=C(COC(=O)COc2ccc(C(=O)CC)cc2)NC(=O)NC1C (stereo not drawn) | 0.1% | -3.8% | 8.9 | -3.3% | -2.6 | -24.0 | -12.3 | -0.6% | 13.3
Cc1cc(Cl)c(OCCCN(C)C)c(Br)c1 | -3.3% | -2.7% | 5.8 | -5.6% | -5.0 | -8.4 | 4.2 | 1.8% | -17.0
CSc1ncccc1C(=O)OCC(=O)N1CCN(S(=O)(=O)c2ccc(C)cc2C)CC1 | 0.7% | 2.3% | 5.3 | -5.8% | 0.9 | 43.8 | -7.4 | 0.1% | -9.6
COc1ccc(Br)cc1C(=O)NC(=S)Nc1ccc(CN2CCOCC2)cc1 | 1.0% | -1.4% | 12.6 | -4.7% | 0.3 | 2.8 | -14.2 | -2.0% | 2.6
O=C(c1ccco1)N1CCN(S(=O)(=O)c2ccc(Cl)s2)CC1 | 3.0% | 2.2% | 2.3 | -3.2% | 2.2 | 19.1 | -5.8 | 2.9% | 15.4
CC(C)c1ccccc1NC(=O)COC(=O)CNC(=O)c1ccc(Br)cc1 | 0.5% | -3.8% | 1.0 | -0.7% | -0.6 | -1.3 | -10.8 | 0.4% | -7.5
O=C(COC(=O)c1ccccc1O)Nc1cccc(S(=O)(=O)NC2=NCCCCC2)c1 | -0.9% | ? | 11.8 | -2.3% | -0.1 | 3.8 | 0.8 | 6.2% | 2.7
COc1ccc(-n2c(SCC(=O)Nc3ccccc3)nc(O)cc2=O)cc1 | -5.6% | -17.1% | 1.5 | -6.8% | -4.0 | 2.7 | -39.0 | -2.4% | -0.2
CCC(CO)NC(=O)c1ccc(-c2nn(C)c(=O)c3ccccc23)cc1 (stereo not drawn) | -9.4% | -11.7% | -0.7 | 1.1% | -2.9 | 2.8 | -2.7 | 0.7% | 6.1
O=C(CCNC(=O)c1ccccc1Cl)Nc1cccc(S(=O)(=O)N2CCCCC2)c1 | -5.4% | 6.9% | 4.7 | -4.6% | -3.1 | -2.2 | 4.2 | 1.7% | -10.2
Cc1onc(-c2ccc(Cl)cc2)c1-c1ccnc(SCC(=O)Nc2ccc(C(C)C)cc2)n1 | -5.7% | -8.5% | 6.4 | 13.7% | -3.2 | 0.8 | -34.9 | 1.9% | -2.9
O=C(CSc1ccccc1F)NCC(c1ccco1)N1CCCCC1 (stereo not drawn) | 2.5% | -1.2% | / | -4.1% | / | / | -2.2 | / | /

Quoted at random: 3 compounds from above.
SMILES | Vif-APOBEC3G blk | Vif-APOBEC3F blk | D1 ag | GRP78 ERSR act | D1 PAM | D1 antag | RXFP1 antag | RXFP1 agonist | D2 PAM
COc1cc2cc(-c3ccc(OC)c(OC)c3C)nc(N)c2cc1OC | ? | ? | / | -7.2% | / | / | -15.1 | / | /
O=C(COC(=O)c1ccccc1O)Nc1cccc(S(=O)(=O)NC2=NCCCCC2)c1 | -0.9% | ? | 11.8 | -2.3% | -0.1 | 3.8 | 0.8 | 6.2% | 2.7
CC1CCCCC1NC(=O)c1ccc(NC2=NC3CS(=O)(=O)CC3S2)cc1 (stereo not drawn) | 0.8% | -3.6% | 4.1 | -0.8% | -0.4 | 10.7 | 16.8 | 0.1% | 11.6

Remaining list, next part:
SMILES | Vif-APOBEC3G blk | Vif-APOBEC3F blk | D1 ag | GRP78 ERSR act | D1 PAM | D1 antag | RXFP1 antag | RXFP1 agonist | D2 PAM
Cc1cccc(OC(=O)c2ccc3c(=O)n4c(nc3c2)CCC4)c1 | -4.2% | -5.3% | / | 1.0% | / | / | -3.9 | / | /
CCOc1ccc(/C=C/C(=O)NCc2ccccc2)cc1 | 0.7% | -13.8% | 3.1 | 2.5% | -2.5 | 1.8 | 4.1 | 1.5% | /
Cc1ccc(NC(=O)CSc2nc(=O)n(CCN3CCOCC3)c3c2CCCC3)cc1 | -0.5% | -2.6% | 2.1 | -3.9% | -1.4 | 11.5 | -6.7 | 2.4% | 3.8
O=C(C1=COCCO1)N1CCN(S(=O)(=O)c2cccc(Br)c2)CC1 | 0.6% | -2.3% | 3.2 | -1.8% | 0.2 | 10.2 | -3.0 | 0.1% | 18.3
COc1cccc(C(=O)Nc2nnc(C3CCCO3)s2)c1 (stereo not drawn) | -6.4% | -1.5% | 3.1 | -5.7% | -1.9 | 3.0 | -5.5 | -0.1% | -3.6
Cc1cc(C)nc(-n2nc(C)c3c2N(Cc2ccccc2)C(=O)CC3c2ccc(Cl)cc2)n1 (stereo not drawn) | -7.7% | -5.5% | -2.4 | -0.5% | 0.3 | 3.6 | -6.0 | -0.6% | 19.7
O=C(Cn1cc(C(F)(F)F)cc(Cl)c1=O)NCc1ccc(Cl)cc1Cl | -8.0% | -8.3% | 3.4 | 3.3% | -6.0 | 0.4 | 4.1 | -4.4% | -2.0
COC(=O)CC(=O)CSc1nc2cc(C(=O)NC(C)C)ccc2c(=O)n1CCc1ccccc1 | -4.0% | -2.4% | 2.9 | 4.6% | -5.5 | -20.1 | / | 2.8% | 7.1
O=C(CCOc1ccccc1)N1CCN(c2ccc(O)cc2)CC1 | 0.9% | 0.6% | 1.7 | 2.1% | -4.6 | 0.9 | 15.3 | -0.6% | 6.2
CCCCN(C(=O)CCC(=O)Nc1cc(C)on1)C(C(=O)NC(C)(C)C)c1ccccc1Cl (stereo not drawn) | -6.6% | -3.6% | 3.4 | -5.3% | -4.6 | -17.2 | -11.6 | 2.2% | /
Cc1cccc2cc(CN(Cc3ccc(F)cc3)C(=O)N3CCOCC3)c(=O)[nH]c12 | -4.5% | -12.1% | 0.2 | -5.6% | -8.8 | 9.9 | 8.7 | -0.3% | 4.6
COc1ccc(CNC(=O)c2cc3cc(S(=O)(=O)N4CCCCC4)ccc3n2C)c(OC)c1 | -0.6% | 1.5% | 4.2 | -0.3% | -4.8 | 2.0 | -11.7 | 1.6% | -8.0
CCOC(=O)c1c(C)[nH]c(C(=O)N2CCC(C(=O)OCC)CC2)c1C | -7.8% | -4.4% | 3.6 | -5.5% | 3.4 | -5.0 | -6.8 | -1.6% | 4.9
O=C(NC(=S)NNC(=O)c1ccccc1O)c1ccc(F)cc1 | 2.5% | 1.2% | 22.4 | 2.1% | -3.8 | -8.2 | -1.0 | 0.9% | -0.5
CCOc1ccc(-c2cc(-c3nc(-c4cc(OC)c(OC)c(OC)c4)no3)[nH]n2)cc1Cl | 0.9% | -15.5% | 1.3 | -2.2% | -1.1 | -8.2 | -4.7 | -4.0% | -1.4
COc1ccc(OC)c(C2=NOC(C(=O)NCCN3CCOCC3)C2)c1 (stereo not drawn) | -1.6% | -3.1% | -2.4 | -3.0% | 6.1 | 5.9 | 21.8 | 0.4% | -6.7
O=C(O)Cn1c2ccccc2c2n[nH]c(=S)nc21 | 2.0% | -11.5% | 0.1 | -1.2% | -6.2 | -33.3* | 11.5 | 0.2% | -4.5
Cc1ccc(/C=C2\C(=O)Nc3ccccc32)o1 | 3.5% | 1.9% | 0.4 | 3.6% | -3.0 | 3.4 | 3.4 | -2.6% | 8.7
Cc1ccc(Cn2c(CN3CC(C)OC(C)C3)nc3c2c(=O)n(C)c(=O)n3C)cc1 (stereo not drawn) | -0.8% | 0.0% | 1.9 | -1.3% | 0.2 | -4.1 | 5.6 | 0.5% | -2.5
COc1ccc(NC(=O)CN(C)C(=O)/C=C/c2cn(-c3ccccc3)nc2-c2ccc(F)cc2)cc1 | 0.0% | 4.3% | 9.5 | -2.6% | 2.3 | 5.7 | -19.3 | 1.7% | 9.2
CCOc1ccc(C(=O)Nc2cccc(C)n2)cc1 | -1.2% | -1.6% | 0.6 | -12.3% | 0.8 | -6.6 | 1.4 | 0.4% | -0.7

Screens from PubChem.
